# Compound activity as filed in PubChem BioAssay.
# BLM helicase inh: Bloom syndrome helicase (human) inhibition; P54132; Potency, µM (doses to about 56.1 µM), for inactives: at the top dose activity change, negative = inhibition, most hits filed as inhibitors; hit rate 0.2% among 350,000; AID 2528; recombinant BLM DNA unwinding, fluorescence dequenching;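 note: potency is the fitted concentration of half-maximal effect; plate controls were vehicle for no effect and no enzyme for full effect; nearly all actives have a fitted effect of over 35% in size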
# TRHR ag: agonists of human TRH receptor; activation, % at 2 µM; P34981; hit rate 0.18% among 360,000; TRHR cells, calcium flux fluo-8, FDSS agonist mode; AID 493084; in the data active = activation above about 30%; note: 0% is about no effect
# Target sequence (P34981 whole entry, looked up): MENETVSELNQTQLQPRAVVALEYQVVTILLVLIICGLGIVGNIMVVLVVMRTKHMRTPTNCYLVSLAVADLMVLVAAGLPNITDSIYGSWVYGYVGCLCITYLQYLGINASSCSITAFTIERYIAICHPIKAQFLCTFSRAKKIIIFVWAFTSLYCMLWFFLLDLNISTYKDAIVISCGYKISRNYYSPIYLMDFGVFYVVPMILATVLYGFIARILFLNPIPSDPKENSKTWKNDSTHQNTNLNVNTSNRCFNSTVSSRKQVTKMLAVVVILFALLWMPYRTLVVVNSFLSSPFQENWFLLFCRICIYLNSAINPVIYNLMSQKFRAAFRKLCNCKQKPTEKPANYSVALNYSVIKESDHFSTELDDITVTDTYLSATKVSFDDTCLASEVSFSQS
#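 Steps: seed TRHR cells overnight; add fluo-8 no-wash Ca dye, RT 30 min–1.5 h; record 10 s baseline; pin-transfer compounds; monitor fluorescence 1 cycle/s for the agonist window. Calcium increases flag candidate agonists.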
# ALOX12 inh: ALOX12 (human) lipoxygenase inhibition | purified 12hLO, xylenol orange hydroperoxide absorbance | Potency, µM (series often up to 108 µM), for the others: at the highest dose activity change, negative = inhibition, hits mostly inhibitors | P18054 | AID 1671190 | hit rate 1.1% among 580,000; note: potency is the fitted concentration of half-maximal effect; % is set by controls: 0 for no effect and ±100 for the full control effect
#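 Purified human 12hLO (150 nM final) in 25 mM Hepes, 0.01% Triton X-100, pH 7.0 was preincubated 15 min at room temperature with compound. Then 40 uM arachidonic acid was added, 30 min. Hydroperoxide was read by Fe-XO absorbance ratio 573/405 nm.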
# POLB inh: DNA polymerase beta (human) inhibition. Pol beta primer extension/strand displacement, fluorescence kinetic. hit rate 1.3% among 340,000. Potency, µM (doses to about 114 µM), without a hit: at the highest dose activity change, negative = inhibition, actives largely listed as inhibitors. AID 485314; note: potency is the fitted concentration of half-maximal effect; % is set by controls: 0 for no effect and ±100 for the full control effect
#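 Values derive from four-parameter Hill fits of normalized kinetic data: reads at 0 and 10 min following addition of 50 nM substrate to 10 nM Pol beta preincubated 15 min with compound.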
# POLK inh: DNA polymerase kappa (human) inhibition; Q9UBT6; purified Pol kappa, fluorescent DNA synthesis assay, 10 min; Potency, µM (highest dose often 107 µM), inactives show at the top dose activity, negative = inhibition, most hits filed as inhibitors; hit rate 0.53% among 400,000; note: potency is the fitted concentration of half-maximal effect; % is set by controls: 0 for no effect and ±100 for the full control effect
#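 Activity was followed as the change in fluorescence between reads at 0 and 10 min after starting the reaction with 50 nM substrate. Beforehand, 10 nM polymerase had been preincubated with compound for 15 min at room temperature.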
# Apoferritin bind: binds horse apoferritin like a general anesthetic; P02791; Potency, µM (series often up to 77.5 µM), for inactives: at the highest dose activity change, negative = displacement, usual class: inhibitors; hit rate 0.074% among 350,000; apoferritin/1-aminoanthracene competitive binding, fluorescence; note: potency is the fitted concentration of half-maximal effect; % is set by controls: 0 for no effect and ±100 for the full control effect; nearly all actives have a fitted effect of over 20% in size
# Target sequence (P02791 2-175 limits assumed): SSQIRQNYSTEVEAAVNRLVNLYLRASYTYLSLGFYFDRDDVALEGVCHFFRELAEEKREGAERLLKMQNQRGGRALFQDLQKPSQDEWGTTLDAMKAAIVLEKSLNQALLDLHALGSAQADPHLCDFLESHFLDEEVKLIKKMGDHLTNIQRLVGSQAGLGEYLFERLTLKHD
#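 Concentration-response curves derived by four-parameter Hill fitting of normalized fluorescence, where compounds displaced 1-AMA from 10 uM horse apoferritin following a brief 10 min room-temperature incubation; propofol titration acted as positive control.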
# APE1 inh: APE1 (human) endonuclease inhibition. P27695. recombinant APE1, TAMRA/BHQ-2 abasic DNA cleavage fluorescence. Potency, µM (doses to about 65.8 µM), without a hit: top-dose activity change, negative = inhibition, usual class: inhibitors. hit rate 0.35% among 350,000. AID 2517;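 note: potency is the fitted concentration of half-maximal effect; plate controls were vehicle for no effect and reference inhibitor for full effect; nearly all actives have a fitted effect of over 55% in size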
#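 Compound pre-exposure to 0.75 nM APE1, 15 min at ambient temperature. Reaction initiated with 50 nM TAMRA/BHQ-2 THF substrate, read immediately in kinetic mode, 525 nm excitation, 598 nm emission.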
# Pol iota inh: DNA polymerase iota (human) inhibition | Pol iota fluorescent replication assay, 10 min | Q9UNA4 | Potency, µM (series often up to 115 µM), for the others: top-dose activity, negative = inhibition, usual class: inhibitors | hit rate 1% among 390,000 | AID 588590; note: potency is the fitted concentration of half-maximal effect
#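 Pol iota at 10 nM preincubated 15 min with compounds at room temperature; reaction started with fluorescent substrate, 50 nM final. Fluorescence read kinetically at 0 and 10 min; buffer-only wells as negative control.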
# ERG-DNA inh: blocks human ERG Ets domain binding to DNA; P11308; hit rate 0.028% among 370,000; Potency, µM (highest dose often 76.9 µM), inactives show at the top dose FP activity, negative = inhibition, hits mostly inhibitors; fluorescence polarization, His-ERG Ets domain / labelled DNA; active = well fitted inhibition curve with a large enough effect in the polarisation, with a control signal flat; inconclusive = small, poorly fitted or top-dose-only effect, or effect the other way, or a change in a side signal; inactive = no such curve, though single readings can be large or run the other way; the % refers to the polarisation;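 note: polarization taken with two DNA probes labelled with fluorescein and Texas red; potency is the fitted concentration of half-maximal effect; % of control where 0% means no effect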
# Target sequence (P11308 whole entry, looked up, the tested form may be a part): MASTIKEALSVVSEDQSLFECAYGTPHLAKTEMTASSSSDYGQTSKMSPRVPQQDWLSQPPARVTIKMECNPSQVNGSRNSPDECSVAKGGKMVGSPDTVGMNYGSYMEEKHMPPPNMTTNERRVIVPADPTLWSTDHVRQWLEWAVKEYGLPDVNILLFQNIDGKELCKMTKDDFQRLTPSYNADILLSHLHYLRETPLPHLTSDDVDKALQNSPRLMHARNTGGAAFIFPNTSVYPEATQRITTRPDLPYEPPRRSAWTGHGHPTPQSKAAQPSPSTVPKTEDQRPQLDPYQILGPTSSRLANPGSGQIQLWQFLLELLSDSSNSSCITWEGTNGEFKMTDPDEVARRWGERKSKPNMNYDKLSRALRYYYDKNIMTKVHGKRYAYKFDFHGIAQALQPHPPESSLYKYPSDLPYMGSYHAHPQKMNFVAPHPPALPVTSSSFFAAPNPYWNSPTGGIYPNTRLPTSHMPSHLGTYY
#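 His-tagged ERG Ets domain (1 uM in the protein solution; 300mM KCl, 50mM Tris-HCl, 1mM EDTA, 1mM DTT, pH 7.5) received compound, then a probe mix of 5 nM fluorescein-DNA and 100nM Texas-615-DNA. Fluorescence polarization was read for both dyes.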
# * hit, by the source's call; ? = inconclusive; . = not tested or not shown; & = joins results of further samples; [ ] = dose if it differs, or a comment. Unless noted, calls come from the whole dose curve; as a rule, active = well fitted curve in the direction sought with a large enough effect; inconclusive = small, poorly fitted or top-dose-only effect, or another doubt; inactive = no such curve, though single readings can be large; an effect the other way counts as inactive or inconclusive. Not all compounds are listed, so the mix of outcomes need not match the whole.
item	Molecule	BLM helicase inh	TRHR ag	ALOX12 inh	POLB inh	POLK inh	Apoferritin bind	APE1 inh	Pol iota inh	ERG-DNA inh
1	CN(C(=O)c1cccc(C#N)c1)c1nnc(C2CCCO2)s1 (stereo not drawn)	-2%	0.0	-19%	?	-4%	-10%	-11%	-4%	-11%
2	COc1ccc(-n2nc(C(C)=O)c(=O)[nH]c2=O)cc1	-1%	-0.2	-24%	6%	-4%	-5%	-3%	9%	-3%
3	Cc1cc(/C=C(\C#N)C(=O)NC2CCCCCC2)c(C)n1C	-1%	1.6	23%	5%	-16%	100%[activator]	-5%	6%	-8%
4	Nc1c[n+](N2CCOCC2)no1	-3%	.	-11%[22.9 µM]	.	-6%[19.4 µM]	.	-11%	.	.
5	CCCCOc1ccc(C2(C)NC(=O)N(C)C2=O)cc1 (stereo not drawn)	-4%	-0.3	?	-1%	-1%	-7%	7%	0%	5%
6	CC(C)CC(=O)N1CCN(S(=O)(=O)c2ccc(F)cc2)CC1	-1%	0.4	-18%	5%	-15%	5%	2%	-7%	.
7	COCCNC(=O)CN(C(=O)Cn1nnc2ccccc21)c1ccccc1	-1%	0.4	0%	16%	-3%	-8%	4%	-3%	-7%
8	CCN(CC(=O)Nc1c(F)cccc1F)C(=O)c1cccnc1Sc1ccccc1	.	-0.3	-9%	.	8%	.	52%	39%[activator]	-12%
9	CC(C)CN(C(=O)COC(=O)C12CC3CC(CC(C3)C1)C2)c1c(N)n(Cc2ccccc2)c(=O)[nH]c1=O	.	-0.4	-25%	.	-8%	.	63%[activator]	?	12%
10	O=C(Nc1nn[nH]n1)c1cccc(Oc2ccccc2)c1	-4%	0.4	28%	21%	-4%	5%	0%	-7%	1%
11	O=C(C[C@H]1C/C=C\C[C@@H](Cc2ccc(F)cc2)C(=O)OC[C@@H](Cc2c[nH]c3ccccc23)NC1=O)NCCO	.	.	5%	.	-11%	.	-6%	34%	1%
12	CCOC(=O)C1CCN(C(=O)CCCCn2c(=O)[nH]c3ccccc3c2=O)CC1	2%	0.0	0%	-5%	4%	2%	5%	-2%	6%
13	C=CCN(CC=C)CCCOc1ccc(C)cc1OC	1%	-0.7	?	12%	-9%	-2%	3%	31%[activator]	3%
14	CCO[C@H]1OC(C(=O)O)=C[C@@H](c2coc3ccccc3c2=O)[C@@H]1CCCO	.	.	-11%	.	-16%	.	.	-9%	1%
15	CCOC(=O)c1sc(NC(=O)c2cc(-c3ccccc3C)nc3ccccc23)c(C#N)c1C	-17%	5.0	?	-15%	-7%	-6%	13%	6%	6%
16	COc1ccc(CSc2ccc(S(=O)(=O)N3CCCCC3)cn2)cc1F	.	1.7	152%[activator]	.	5%	.	19%	36%[activator]	7%
17	CC(C)CN1CCCC2(CCN(S(=O)(=O)c3ccccc3)CC2)C1	0%	.	-5%[57.4 µM]	.	3%[60.1 µM]	.	4%	.	.
18	Cc1ccc(NS(=O)(=O)c2ccc(-c3ccc(=O)[nH]n3)o2)c(C)c1	0%	-0.2	-14%	-2%	-17%	-7%	55%	0%	7%
19	CCOc1cc(CO)cc(Br)c1OCC(N)=O	2%	0.1	3%	8%	-2%	-2%	4%	-12%	-4%
20	CC1=C(C(=O)Nc2ccccc2)C(c2cccnc2)n2nc(SCc3ccccc3F)nc2N1 (stereo not drawn)	-2%	-0.7	-17%	55%	1%	-6%	.	?	4%
21	CCOC(=O)N1CCC(N2CCCC(CO)(Cc3ccccc3C)C2)CC1 (stereo not drawn)	-5%	0.5	?	?	8%	-8%	1%	20%	36%[activator]
22	C=C1c2ccccc2O[C@H](C(=O)OCC)[C@@H]1C1CCCCC1	.	.	20µM*	.	-7%	.	-12%	15%	1%
23	O=C(CN1CCCCC1)Nc1ccccc1NC(=O)CN1CCCCC1	-3%	1.1	5%	6%	-2%	6%	3%	10%	-1%
24	Cn1ccnc1SCC(=O)Nc1cccc(Br)c1	-2%	-0.5	?	5%	3%	-9%	.	11%	2%
25	Cc1cc(NCCOCCO)n2ncc(-c3ccc(Cl)cc3)c2n1	-3%	1.1	33%[activator]	3%	-3%	-2%	-12%	15%	-1%
26	Cc1ncoc1C(=O)N1CCCC(C(=O)c2cccc(C(F)(F)F)c2)C1 (stereo not drawn)	-2%	-0.1	-1%	2%	-5%	-11%	-1%	44%[activator]	-7%
27	Cc1c(Cl)cccc1NS(=O)(=O)c1ccc(NS(=O)(=O)c2ccc3c(c2)OCCO3)cc1	-6%	2.0	-1%	14%	3%	-11%	.	54%[activator]	-2%
28	CCOC(=O)C(CCc1ccccc1)NC(C)C(=O)N1C(C(=O)O)CC2CCCC21 (stereo not drawn)	4%	.	.	.	-4%[60.1 µM]	-2%	1%	.	.
29	COc1ccc2c(c1)Cc1sc(NC(=O)c3cccc(Br)c3)nc1-2	-16%	1.0	-9%	0%	0%[60.1 µM]	0%	.	60%[activator]	-6%
30	COC(=O)c1nc(N)sc1-c1ccccc1	0%	-0.1	0%	3%	-3%	4%	4%	7%	-3%
31	CC(=O)Nc1ccc(S(=O)(=O)N2CCC(C(=O)NCCC(=O)Nc3nccs3)CC2)cc1	1%	0.2	8%	13%	11%	0%	29%	56%[activator]	0%
32	CCN(CCCNC(=O)Cn1ncc2c([nH]c3ccc(C)cc32)c1=O)c1cccc(C)c1	1%&1%	-0.1&0.0	-21%	16%&-2%	-6%&-11%	-1%&-5%	-1%	-13%&10%	12%&-4%
33	Cc1cccc(-c2noc(CN(C(=O)c3c(-c4ccccc4Cl)noc3C)C(C)C)n2)c1	-10%	0.4	-20%	0%	2%	88%[activator]	-8%	?	-8%
34	Cc1cc(C)c2c(CN3CCN(C/C=C/c4ccccc4)CC3)cc(=O)oc2c1	-4%	-1.7	-25%	2%	-14%	?	1%	9%	-12%
35	Cc1ccc(NC(=O)Cc2ccc(Cl)cc2)nc1	.	.	-3%	.	-1%	.	.	-10%[58.9 µM]	-4%
36	c1cnc(N2CCN(c3ccc4ccccc4n3)CC2)nc1	-6%	-0.8	-6%	7%	9%	10%	-6%	44%[activator]	4%
37	O=C(CN1CCCCCCC1)Nc1cc(Cl)cc(Cl)c1	-3%	0.6	?	0%	6%	-13%	-6%	-2%	6%
38	COc1ccc(C(=O)N(Cc2ccco2)Cc2ccccc2F)cc1Cl	-5%	1.8	?	7%	0%	54%[activator]	.	3%	2%
39	Cc1[nH]nc2c1C(c1ccccn1)N(c1ccc(Br)cc1)C2=O (stereo not drawn)	-3%	-0.3	-9%	5%	1%	10%	15%	-3%	7%
40	COc1ccc(C(=O)N(C)Cc2ccccc2F)cc1S(=O)(=O)N1CCCC1	.	0.1	3%	.	5%	.	-13%	18%	6%
41	Cc1cccc(NC(=O)COC(=O)CCc2c[nH]c3ccccc23)c1C	.	0.4	-12%	.	-17%	.	-8%	8%	-8%
42	Cc1cc(NC(=O)CSCC(=O)Nc2nc3ccc(F)cc3s2)no1	.	0.4	?	.	-10%	.	-30%	2%	14%
43	CNC(=O)c1csc(-c2ccc(C)cc2)n1	3%	-0.7	0%	?	-8%	-7%	-9%	3%	-27%
44	COc1ccccc1Oc1ccc(N/C=C/C(=O)c2ccc(C)o2)cc1	-7%	0.1	7%	-7%	0%	-10%	-3%	-9%	0%
45	CC(C)C(C)NC(=O)COc1ccc(S(=O)(=O)N2CCOCC2)cc1[N+](=O)[O-] (stereo not drawn)	2%	0.3	-3%	?	-6%	-10%	1%	2%	-3%
46	COc1ccc(NC(=O)N[C@@H](CCSC)C(=O)O)cc1Cl	-7%	1.2	126%[activator]	0%	-3%	-9%	-1%	-7%	0%
47	CCOc1ccc(-n2nc3cc(C)c(NC(=O)CC)cc3n2)cc1	-3%	0.6	-18%	0%	-1%	-3%	.	-3%	3%
48	COc1ccccc1C(=O)Nc1ccc2c(c1)nc1n2CCN(Cc2ccccc2)C1	-6%	-0.5	0%	24%	-17%	?	-4%	69%[activator]	4%
49	O=C(CN1CCN(S(=O)(=O)c2ccc(F)c(Cl)c2)CC1)N1CCNC1=O	.	1.1	-23%	.	-7%	.	-12%	66%[activator]	9%
50	CCOc1ccc([C@@H]2CC=C(C(=O)O)[C@H](c3ccc(F)cc3)N2S(=O)(=O)c2ccc(C)cc2)cc1	.	-0.1	-12%	.	-3%	.	-4%	16%	0%
51	Cc1ccc(OCC(O)CN2CCc3ccccc3C2)c(C)c1 (stereo not drawn)	1%	0.0	0%	-7%	-14%	-13%	-9%	-4%	-1%
52	Cc1cccc(OCCn2c(-c3ccc(Cl)cc3)nc3ccccc3c2=O)c1C	-4%	0.2	-14%	19%	-6%	-1%	.	7%	-10%
53	O=C(NCCCc1ccccc1)c1cc(COc2ccc(F)cc2Cl)on1	-11%	0.7	0%	-7%	-4%	-23%	15%	28%	2%
54	CCCOc1ccc(C(=O)C(CCC(CNCC)C(=O)c2ccc(OCCC)cc2)CNCC)cc1 (stereo not drawn)	84%[activator]	1.2	?	-13%	-1%[60.1 µM]	-7%	?	-4%	-3%
55	CC(=O)N1CCc2c(sc3c2c(=O)n(-c2ccc(F)cc2)c(=O)n3Cc2cc(C)ccc2C)C1	-5%	-0.1	0%	21%	14%	-3%	.	27%	-7%
56	O=C(NC1CCOCC1)C1CCC(=O)N(CCc2cccc(F)c2)C1 (stereo not drawn)	1%	0.5	2%	7%	-8%	-2%	-10%	11%	0%
57	CCOC(=O)c1c(C)oc2ccc(NS(=O)(=O)c3cccs3)cc12	2%	0.1	-18%	4%	-13%	-20%	-6%	5%	-6%
